# Screening data: PubChem BioAssay, National Center for Advancing Translational Sciences (NCATS)
# UDG counter – Primary qHTS assay for inhibitors of Activation Induced Cytidine Deaminase (AID): UDG Counterscreen signal; Uracil-DNA glycosylase; FRET deamination/UDG coupled assay, UDG read, 4 h; Potency, µM (doses to about 115 µM), inactives show top-dose activity change, negative = inhibition, usual class: inhibitors; actives 0.14% (n = 91,000); note: nearly all actives have a fitted effect of over 65% in size
# AID inh – Primary qHTS assay for inhibitors of Activation Induced Cytidine Deaminase (AID): AID signal | AID deamination FRET fluorescence, UDG-coupled, 4 h | Potency, µM (doses to about 115 µM), for inactives: top-dose activity change, negative = inhibition, most hits filed as inhibitors | actives 0.32% (n = 91,000) | AID 1347428, 2020; note: nearly all actives have a fitted effect of over 25% in size
# Target sequence (Q9GZX7 whole entry, looked up): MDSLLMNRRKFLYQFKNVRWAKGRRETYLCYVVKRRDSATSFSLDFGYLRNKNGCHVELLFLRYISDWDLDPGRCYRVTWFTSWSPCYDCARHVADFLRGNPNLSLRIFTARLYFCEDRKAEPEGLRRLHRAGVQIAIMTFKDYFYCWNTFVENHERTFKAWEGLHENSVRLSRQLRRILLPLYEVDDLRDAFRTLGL
# Starred values were filed as active, the others as inactive; ? = inconclusive; & = joins results of further samples; [ ] = dose if it differs, or a comment. Calls come from the whole dose curve; as a rule, active = well fitted curve in the direction sought with a large enough effect; inconclusive = small, poorly fitted or top-dose-only effect, or another doubt; inactive = no such curve, though single readings can be large; an effect the other way counts as inactive or inconclusive. % is set by controls: 0 for no effect and ±100 for the full control effect; potency is the fitted concentration of half-maximal effect. Not all compounds are listed; count on the stated rates, not on these rows.
SMILES,UDG counter,AID inh
CCCn1c(C2NC(=O)NC(C)=C2C(=O)OCc2ccccc2)nc2ccccc21 (stereo not drawn),3%,0%
COc1ccc(CN(Cc2ccco2)C(=O)c2ccccc2F)cc1,2%[57.5 µM],?
CCNc1c(NC(=O)NC)c(=O)oc2ccccc12,13%,3%
Cc1nn2c(=O)cc(COC(=O)c3cccs3)nc2s1,1%,-1%
COc1ccc(OC)c(C(=O)CSc2nnc(Nc3c(C)cccc3C)s2)c1,5%,-7%
CC(=O)Nc1ccc(NC(=O)CCCN(c2ccc(Cl)cc2)S(C)(=O)=O)cc1,-4%,6%
CC(=O)N1CCc2cc(Br)cc(S(=O)(=O)CCC(=O)N3CCN(c4ccc(F)cc4)CC3)c21,-15%,?
CCNC(=O)NC(=O)CN(Cc1ccccc1)c1ccccc1,0%,-5%
C=CCNC(=O)C1CCN(Cc2ccc(Cl)cc2)CC1,-5%,0%
Cc1c(C(=O)N(C)Cc2nc3ccccc3c(=O)[nH]2)oc2ccc(F)cc12,10%,1%
CC(C)n1c(=O)c2oc3ccccc3c2n(CC(=O)Nc2ccccc2Cl)c1=O,21%,11%
Cc1c(-c2cccc3ccccc23)c(=O)oc2ccc(Br)cc12,3%,-11%
Cc1ccc(NC(=O)Cn2ccn(-c3ccc(F)c(F)c3)c(=O)c2=O)cc1C,14%,-5%&6%
NC(=O)c1ccsc1NC(=O)CSc1ccc2c(c1)CCC2,-2%,37%[activator]
Cc1cc(C)nc(NC(=NCCc2c[nH]c3ccc(Cl)cc23)NC(=O)c2ccccc2C)n1,2%,43%[activator]
CC(C)c1cnc2c(c1SCc1cccc(F)c1)c(=O)n(C)c(=O)n2C,-6%[57.5 µM],?
CCCN(CC1CC1)C(=O)CNC(N)=O,0%,-4%
COc1ccc(Nc2ncc3c(n2)CCN(Cc2ccccc2C)C3)c(OC)c1,0%,80%[activator]
COC(=O)N/N=C/c1ccccc1OC(C)=O,2%,1%
O=C(CN1C(=O)C2(SCC(=O)N2c2cccc(Cl)c2)c2ccccc21)NCc1ccccc1 (stereo not drawn),9%,7%
COc1ccc(CNC(=O)N2CCN(S(=O)(=O)c3c(Cl)cccc3Cl)CC2)cn1,-10%,-1%
COc1ccc(/C=C(/C#N)c2ccccn2)cc1F,-8%,-12%
Cc1ccc(S(=O)(=O)C(CC(=O)c2ccccc2)C(=O)c2ccc(Cl)cc2)cc1 (stereo not drawn),-16%,2%
Cc1cccc(NC(=O)C2CCCN(S(=O)(=O)c3c(C)n[nH]c3C)C2)c1 (stereo not drawn),-5%,-3%
Cc1ccccc1NC(=O)Cn1nc(-c2ccc(F)cc2)c2cnc3ccccc3c21,1%,?
COC(=O)c1cnc(N2CCN(c3ccc(OC)cc3)CC2)c2ccccc12,-8%,-4%
CCCNC(=O)C(C)Sc1ncc(-c2ccc(Cl)cc2)o1 (stereo not drawn),-5%,-1%
COc1ccc(Cl)cc1NC(=O)COC(=O)c1sc2ccccc2c1Cl,7%,4%
Cc1ccc(-c2cc(C(=O)NCCCc3[nH]nc(N)c3C#N)c3ccccc3n2)o1,-6%,23%
CNC(=O)C1CCC(Cn2c(=O)c3sccc3n(CC(=O)N3CCC(C)CC3)c2=O)CC1 (stereo not drawn),-12%,?

# Part of the list above, bar-delimited:
Compound | UDG counter | AID inh
COC(=O)N/N=C/c1ccccc1OC(C)=O | 2% | 1%
O=C(CN1C(=O)C2(SCC(=O)N2c2cccc(Cl)c2)c2ccccc21)NCc1ccccc1 (stereo not drawn) | 9% | 7%
COc1ccc(CNC(=O)N2CCN(S(=O)(=O)c3c(Cl)cccc3Cl)CC2)cn1 | -10% | -1%
COc1ccc(/C=C(/C#N)c2ccccn2)cc1F | -8% | -12%

# (more compounds)
SMILES,UDG counter,AID inh
N#Cc1ccccc1Cn1c(=O)n(CCCC(=O)NCc2ccc3c(c2)OCO3)c(=O)c2sccc21,-1%,11%
O=C(NCc1ccccc1Cl)NCc1noc2ccccc12,-6%,-8%
CCc1ccccc1NC(=O)Cn1nc(N2CCN(c3ccccc3OC)CC2)ccc1=O,2%,6%
COc1ccc(C(C)=O)cc1CC(=O)NCc1nnc2ccccn12,2%,5%
CCOC(=O)c1cc2c(=O)n3ccccc3nc2n(Cc2ccco2)c1=NC(=O)c1ccc(F)cc1,-4%,15%
CCOC(=O)c1ccc(N2C(=O)c3n[nH]c(C)c3C2c2ccccc2)cc1 (stereo not drawn),-1%,-8%
COc1ccc(N(CC(=O)NCCc2ccccc2)S(=O)(=O)c2c(C)nn(C)c2C)cc1,-11%,2%
CCN(CC)C(=O)c1sc2c(c1C)c(=O)n(Cc1ccccc1)c(=O)n2Cc1cc(C)ccc1C,-15%,?
CCOC(=O)c1cc2c(=O)n3ccccc3nc2n(C(C)C)c1=NC(=O)C(C)(C)Oc1ccc(Cl)cc1,-24%,5%
COC(=O)c1c(NC(=O)c2nc(SCc3ccc(F)cc3)ncc2Cl)sc2c1CCCC2,-22%,12%
COCCCNC(=O)CN1C(=O)COc2ccc(S(=O)(=O)N3CCOCC3)cc21,0%,12%
O=C(O)/C=C/C(=O)Nc1ccccc1C(F)(F)F,-12%,-6%
NCC1CCN(CCc2ccc(F)cc2)CC1,1%,10%
COC(=O)CN1C(C(=O)c2ccccc2)=C(OC(=O)c2ccccc2)c2ccccc2S1(=O)=O,-11%,-18%
Cc1cc(C)cc(Nc2cc(-c3ccccc3)nc(C)n2)c1,-15%,?
Nc1nonc1-c1nc2ccccc2n1Cc1c(Cl)cccc1Cl,-29%,-9%
Cc1cccc(-n2nnnc2Sc2nnnn2-c2ccccc2)c1C,-5%,-15%
NC(=O)c1nc(Nc2ccccc2)sc1NC(=O)c1c(F)cccc1F,20%,1%
CC(=O)Nc1c(C)nn(-c2ccccc2)c1N1CCC(C(=O)Nc2cc(F)ccc2F)CC1,-1%,-1%
C#CCCN1CCN(C(=O)C2CCN(C(=O)/C=C/c3ccccc3)CC2)CC1,4%,0%
c1csc(CNCCC2CCCCC2)c1,-5%,-3%
Cc1ccc(/C=C/C(=O)c2cc(C)ccc2O)cc1,-2%,-11%
O=C(/C=C/c1ccc(F)cc1)Nc1ccccc1-c1ccccc1,3%,3%
N#Cc1c(-c2ccccc2)cc(-c2ccccc2)nc1SCC(O)CS(=O)(=O)Cc1ccc(Cl)cc1 (stereo not drawn),-15%,-15%
CCN1CCN(c2c(S(=O)(=O)c3ccc(C)c(C)c3)cnc3cc(OC)c(OC)cc23)CC1,-8%,-14%
Cc1cc(=O)oc2cc(OCC(=O)NCc3ccccn3)ccc12,-2%,-10%
COc1cc(Cl)c(C)cc1NC(=O)c1cc2c(s1)-c1c(C)cccc1OC2,-16%,21%
Cc1ccc(CNC(=O)c2sc3nc(-c4ccccc4)cn3c2C)cc1,-7%,18%
COc1cc(/C=N/O)c(Br)cc1OCc1ccccc1Cl,-6%,1%
Cc1ccc(C)c(-c2cc3ccccc3[nH]2)c1,-15%,-19%
CC(NC(=O)NCC(=O)NCC(F)(F)F)c1cccc(C(F)(F)F)c1 (stereo not drawn),-1%,3%
O=C(COc1ccc(Cl)cc1)Nc1ccc(-c2nc3cc(Cl)ccc3o2)c(O)c1,-1%,12%
COc1ccc2c(c1)c(=O)c(S(=O)(=O)c1ccc(C)c(C)c1)cn2CC(=O)Nc1ccccc1,-19%,?
CCCc1nc(SC)ncc1C(=O)Nc1cccc(F)c1,9%,-1%
Cc1ccc(-n2c(SCCC(C)C)nc3sc4c(c3c2=O)CC(C)(C)OC4)cc1,3%,-7%
Cc1cccc(N2CC(C)Cn3c2nc2c3c(=O)n(CC(=O)O)c(=O)n2C)c1 (stereo not drawn),-10%,?
CC(C)CN(CCNC(=O)COCc1cc(-c2cccs2)on1)CC(C)C,-6%,-12%
O=C(NCc1ccc(S(=O)(=O)N2CCCC2)cc1)c1n[nH]c2ccccc12,9%,-5%
C=Cc1ccc(Cn2c(C)c(CNCCc3ccc(OCC)cc3)c(C(=O)O)c2C)cc1,-10%[57.5 µM],1%
COc1cc(NC(=O)CN2C(=O)C(c3ccc(C)cc3)=NC23CCCCCC3)cc(OC)c1,-5%,-1%
CSc1nc(N(C)CCO)c2sc3c(c2n1)COC(C)(C)C3,-3%,-2%
Cc1ccc(-c2nc3c4ccccc4n(CC(=O)N4CCN(c5ccccc5F)CC4)c(=O)n3n2)cc1,-10%[57.5 µM],7%
CCc1ccccc1OCCSc1nnc(-c2cc(OC)c(OC)c(OC)c2)o1,?,-29%
COc1ccc(Cl)cc1NC(=O)CN1Cc2ccccc2C1=O,-24%,4%
CCCCCC(=O)Nc1ccc(NC(=O)c2cc3ccccc3o2)c(OC)c1,-30%,13%

# An excerpt from further up, as a working copy:
SMILES,UDG counter,AID inh
CCc1ccccc1OCCSc1nnc(-c2cc(OC)c(OC)c(OC)c2)o1,?,-29%
COc1ccc(Cl)cc1NC(=O)CN1Cc2ccccc2C1=O,-24%,4%
CCCCCC(=O)Nc1ccc(NC(=O)c2cc3ccccc3o2)c(OC)c1,-30%,13%

# Next structures.
SMILES,UDG counter,AID inh
COc1ccc(-c2cc(C(F)(F)F)nc(SCC(=O)NCCc3ccccc3)n2)cc1OC,-3%[57.5 µM],9%[57.5 µM]
O=C(c1ccccc1)N1CCN(CCc2ccncc2)CC1,-7%,18%
CCOc1ccc(-c2nnc(SCC(=O)Nc3cccc(C#N)c3)o2)cc1,7%,10%
COc1cc(OC)c(NC(=O)CN2C(=O)CCn3nc(-c4cccn4C)cc32)cc1Cl,-10%,57%[activator]
Cc1cc(C)cc(C(=O)NCC(c2ccccc2)c2c[nH]c3ccccc23)c1 (stereo not drawn),-2%,-12%
COc1ccc(Cl)cc1-n1nnc(C(=O)Nc2cc(C)ccc2C)c1C,2%,15%
COc1cc(OC)c(NC(=O)N2CC=C(c3c[nH]c4ccccc34)CC2)cc1Cl,-4%,11%
O=C(c1ccco1)n1nc(-c2ccccc2)nc1NCc1ccc(F)cc1,-8%,-17%
Cn1c(=O)c2c(ncn2CC(=O)Nc2cccc(C(F)(F)F)c2)n(C)c1=O,19%,4%
Cc1cc(NC(=O)c2ccc(Cl)c(Cl)c2)ccc1-c1cc2ccccc2oc1=O,13%[57.5 µM],-7%[57.5 µM]
CCOc1c(C)cc(-c2ncccc2O)cc1C,5%,8%
Cn1c(=O)c2c(nc(Cl)n2CC(=O)c2ccc(C(C)(C)C)cc2)n(C)c1=O,-8%,?
O=C(O)/C=C/c1ccc(-c2ccc(Br)cc2)s1,-10%,-24%
CCc1ccc(CNC(=O)c2cc3cc(S(=O)(=O)N4CCCCC4)ccc3n2C)cc1,-9%,-12%
COc1cc(N2C(=O)CSC23C(=O)N(Cc2cccc(F)c2)c2ccccc23)cc(OC)c1OC (stereo not drawn),9%,25%
CSc1cccc(NC(=O)/C(=C/c2ccccc2Cl)c2ccccc2)c1,5%,-8%
CCN1CCCC1CNC(=O)CCCc1nc2ccccc2[nH]1 (stereo not drawn),-14%,-2%
Cc1nc2ccn(Cc3cccnc3)c(=O)c2cc1C(=O)Nc1ccc(OC(F)(F)F)cc1,1%,1%
COc1cccc(C(=O)c2cn(CC(=O)Nc3cccc(C(F)(F)F)c3)c3nc(C)ccc3c2=O)c1,-12%,-9%
COc1cccc(-c2nc3c(C#N)c[nH]n3c2NC2CCC(C)CC2)c1 (stereo not drawn),-9%,-19%
O=C(Nc1onc2c1CCCC2)c1ccccc1,-9%,-6%
CC(C)(C)c1ccc(C(=O)Nc2ccc(F)c(Cl)c2)cc1,2%,-13%
COc1ccc(OCC(=O)NCc2ccc3c(c2)CCN3C(=O)c2ccc(F)cc2)cc1,?,?
COc1ccccc1-c1c(C)nn2c(N3CCN(c4cccc(Cl)c4)CC3)cc(C)nc12,-2%,15%
Cc1cc(C)cc(Nc2nc3c(S(=O)(=O)c4cccc(Cl)c4)nnn3c3ccsc23)c1,-2%,-8%
O=C(O)c1ccc(CNCc2ccc(Br)cc2)cc1,2%,-1%
O=C(NCC(c1cccs1)N1CCCC1)c1cc(=O)c2ccc(Br)cc2o1 (stereo not drawn),0%,7%
CCOC(=O)c1c(C)oc2ncnc(NCCc3ccccc3)c12,2%,-9%
Cc1cc(NC(=O)CN(C)S(=O)(=O)c2ccc3c(c2)CCC(=O)N3)ccc1Br,-12%[57.5 µM],7%[57.5 µM]
CCOc1ccccc1NC(=O)n1ncc2cc(Cl)ccc21,-12%,-25%

# Entries of single compounds, looked up by structure.
# COc1cccc(-c2nc3c(C#N)c[nH]n3c2NC2CCC(C)CC2)c1 (stereo not drawn) as listed: UDG counter = -9%; AID inh = -19%
# COc1cccc(C(=O)c2cn(CC(=O)Nc3cccc(C(F)(F)F)c3)c3nc(C)ccc3c2=O)c1 as listed: UDG counter = -12%; AID inh = -9%
# O=C(Nc1onc2c1CCCC2)c1ccccc1 as listed: UDG counter = -9%; AID inh = -6%

# Later entries:
SMILES,UDG counter,AID inh
CC(Oc1ccc(Cl)cc1Cl)C(=O)NN (stereo not drawn),-8%,1%
O=C(O)Cn1c(-c2cccs2)cc2cc(Cl)ccc21,-2%,-17%
CSc1cccc(NC(=O)c2ccccc2SC)c1,-12%,-17%
COc1ccc(Cn2nnc3c(=O)[nH]c(C4CCN(C(=O)c5ccc(C)cc5)CC4)nc32)cc1OC,-8%,?
COc1ccc(CNC(=O)c2cnc(N(C)C)nc2)cc1,18%,0%
Cc1cc(C)c(NC(=O)CN2CCC(C(=O)N3CCCC3)CC2)c(C)c1,-2%,2%
Cc1ccc(CNC(=O)c2cccc(-n3cnc4cccnc43)c2)cc1,-9%,-15%
